High-throughput results as filed in PubChem BioAssay.
GAA inh: qHTS Assay for Inhibitors of Human alpha-Glucosidase as a Potential Chaperone Treatment of Pompe Disease; actives 0.005% (n = 200,000); Potency, µM (top dose mostly 76.9 µM), inactives show at the highest dose activity change, negative = inhibition, most hits filed as inhibitors; Lysosomal alpha-glucosidase (Homo sapiens), P10253; purified human GAA, 4-MU-alpha-glucoside fluorescence; AID 1466, 2008;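 also: plate controls were uninhibited enzyme wells for no effect and no-enzyme background for full effect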
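Enzyme (4 nM final) mixed with compound (up to 77 uM), then 4-MU-alpha-D-pyranoside (400 uM final) added; 20 min at room temperature, pH 5.0. Reaction stopped at pH 10, fluorescence read, AC50 derived by Hill fit.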
TR SRC2 fluor cs: Total Fluorescence Counterscreen for Inhibitors of the Interaction of Thyroid Hormone Receptor and Steroid Receptor Coregulator 2; TRb/SRC2 Texas Red total fluorescence interference; Potency, µM (titrated, usually from 106 µM), inactives show at the highest dose fluorescence change, negative = quenching; actives 0.29% (n = 280,000); active = well fitted curve in either direction with a large enough effect; inconclusive = small, poorly fitted or top-dose-only effect
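Human TRβ ligand-binding domain (0.6 uM) and Texas Red SRC2 peptide (20 nM) in Tris buffer with 1 uM T3 and 5% DMSO were incubated with pinned compound for 5 hr at ambient temperature. Total fluorescence was computed as S + 2P (555/632 nm).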
TRb-SRC2 inh: qHTS for Inhibitors of the Interaction of Thyroid Hormone Receptor and Steroid Receptor Coregulator 2; actives 0.065% (n = 280,000); Thyroid hormone receptor beta (Homo sapiens), P10828; Potency, µM (top dose mostly 106 µM), for the others: at the highest dose activity change, negative = inhibition, most hits filed as inhibitors; TRbeta-SRC2 peptide binding, fluorescence polarization; receptor liganded with 1 µM T3;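 also: plate controls were bound peptide for no effect and peptide without receptor for full effect; nearly all actives have a fitted effect of over 50% in size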
Target sequence (P10828 whole entry, looked up): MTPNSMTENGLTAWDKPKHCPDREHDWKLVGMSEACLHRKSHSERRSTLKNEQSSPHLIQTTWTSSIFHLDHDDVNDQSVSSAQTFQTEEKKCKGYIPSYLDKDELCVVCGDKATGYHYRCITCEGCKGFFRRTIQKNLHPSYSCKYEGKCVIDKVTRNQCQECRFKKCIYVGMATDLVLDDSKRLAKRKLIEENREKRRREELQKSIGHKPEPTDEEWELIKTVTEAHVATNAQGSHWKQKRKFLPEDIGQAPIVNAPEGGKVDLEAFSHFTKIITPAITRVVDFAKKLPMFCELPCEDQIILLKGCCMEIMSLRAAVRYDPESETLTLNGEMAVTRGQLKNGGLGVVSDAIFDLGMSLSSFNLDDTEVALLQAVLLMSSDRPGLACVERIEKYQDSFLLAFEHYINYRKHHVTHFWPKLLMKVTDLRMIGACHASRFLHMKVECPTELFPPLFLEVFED
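TRb LBD 0.6 uM + Texas Red SRC2 peptide 20 nM, 1 uM T3, Tris buffer w/ 5% DMSO; compound pinned, 5 h RT; FP read ex 555/em 632; normalized to unbound and bound controls.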
aGlu spleen mod: qHTS Assay for Inhibitors and Activators of Human alpha-Glucosidase From Spleen Homogenate. Lysosomal alpha-glucosidase (Homo sapiens), P10253. human spleen homogenate, 4-MU-alpha-glucoside fluorescence. Potency, µM (highest dose often 79.9 µM), for inactives: at the highest dose activity change, negative = inhibition, actives largely listed as inhibitors. actives 0.006% (n = 240,000). AID 2112, 2009;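 also: 0% = enzyme with vehicle and -100% = no enzyme basal signal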
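Human spleen homogenate (1 ug) incubated with compounds and 1 mM 4-methylumbelliferyl-alpha-D-glucopyranoside in pH 5.0 citrate/phosphate buffer, 37 C, 40 min. Stopped at pH 10; 4-MU fluorescence (Ex 365/Em 440 nm); AC50 by Hill fit.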
RECQ1 helicase: qHTS Assay for Inhibitors of RecQ-Like Dna Helicase 1 (RECQ1); ATP-dependent DNA helicase Q1 (Homo sapiens), P46063; RECQ1 DNA unwinding, red fluorescence kinetic read; Potency, µM (series often up to 57.3 µM), without a hit: at the top dose activity, negative = inhibition, hits mostly inhibitors; actives 0.54% (n = 240,000); AID 2549, 2010;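 also: plate controls were vehicle for no effect and no enzyme for full effect; nearly all actives have a fitted effect of over 30% in size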
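RECQ1T1 50 nM; forked duplex (20 bp + 30-nt ss tails) 200 nM, ATP 2 mM final; pH 8.0, 2 mM MgCl2, 2.5 ug/ml poly(dI-dC); 15 min compound preincubation; discontinuous kinetic read over 2 h at RT.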
GoLoco inh red: qHTS Assay for Inhibitors of RGS12 GoLoco Motif Activity (Red Fluorophore) | Guanine nucleotide-binding protein G(i) subunit alpha-1 (Homo sapiens), P63096 | AID 880, 2007 | Potency, µM (doses to about 61.6 µM), inactives show at the top dose activity, negative = inhibition, actives largely listed as inhibitors | actives 0.44% (n = 230,000) | Gai1:RGS12 GoLoco peptide FP, rhodamine, 10 min; active = well fitted inhibition curve with a large enough effect, not every such curve was filed as active; inactive = no such curve, though single readings can be large or run the other way; also: nearly all actives have a fitted effect of over 30% in size; many of its hits are not listed in these tables
Target sequence (P63096 whole entry, looked up): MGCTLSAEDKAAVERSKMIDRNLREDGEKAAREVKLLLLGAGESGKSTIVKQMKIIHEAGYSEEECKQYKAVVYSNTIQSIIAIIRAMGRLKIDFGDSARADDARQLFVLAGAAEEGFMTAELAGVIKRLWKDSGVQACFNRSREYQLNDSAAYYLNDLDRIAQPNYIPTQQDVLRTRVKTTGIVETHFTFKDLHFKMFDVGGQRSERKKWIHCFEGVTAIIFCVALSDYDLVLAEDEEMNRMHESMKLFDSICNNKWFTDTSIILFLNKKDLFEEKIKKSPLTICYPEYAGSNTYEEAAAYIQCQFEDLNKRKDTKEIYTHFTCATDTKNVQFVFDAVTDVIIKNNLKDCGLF
GAA glycogen: qHTS Assay for Inhibitors and Activators of Human alpha-Glucosidase Cleavage of Glycogen; recombinant GAA, glycogen substrate, Amplex Red glucose oxidase fluorescence; AID 2100, 2009; actives 0.38% (n = 300,000); Lysosomal alpha-glucosidase (Homo sapiens), P10253; Potency, µM (series often up to 76.4 µM), without a hit: at the highest dose activity change, negative = inhibition, most hits filed as inhibitors;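 also: 0% = full enzyme reaction and -100% = no-enzyme basal signal; the screen sought inhibitors and activators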
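Recombinant human enzyme (4 nM); glycogen substrate; 37 C, 40 min, pH 5.0. Readout: coupled glucose oxidase/Amplex Red fluorescence.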
L3MBTL1 block: qHTS Assay for the Inhibitors of L3MBTL1. Lethal(3)malignant brain tumor-like protein 1 (Homo sapiens), Q9Y468. AlphaScreen L3MBTL1–H3K9me1 peptide binding. Potency, µM (highest dose often 57.1 µM), inactives show at the highest dose activity, negative = inhibition, hits mostly inhibitors. actives 0.66% (n = 230,000); also: nearly all actives have a fitted effect of over 60% in size
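L3MBTL1 (50 nM) pre-complexed 30 min with biotinylated H3(1-15)K9me1 peptide (75 nM), then compounds added for 30 min at room temperature; AlphaScreen streptavidin donor/nickel chelate acceptor beads (10 ug/mL final) read after 30 min dark incubation.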
An asterisk follows results filed as active; i = inactive; ? = inconclusive; . = no result given; [ ] = dose if it differs, or a comment. Unless noted, calls follow the shape of the dose curve; as a rule, active = well fitted curve in the direction sought with a large enough effect; inconclusive = small, poorly fitted or top-dose-only effect, or another doubt; inactive = no such curve, though single readings can be large; an effect the other way counts as inactive or inconclusive. Unless noted, % is scaled to controls: 0 for no effect and ±100 for the full control effect; potency is read from the fitted curve at half-maximal effect. An excerpt, so the mix of outcomes need not match the whole.

| Molecule | GAA inh | TR SRC2 fluor cs | TRb-SRC2 inh | aGlu spleen mod | RECQ1 helicase | GoLoco inh red | GAA glycogen | L3MBTL1 block |
| --- | --- | --- | --- | --- | --- | --- | --- | --- |
| CCOC(=O)C(C)Sc1nnc(NC(=O)c2ccc3c(c2)OCO3)s1 (stereo not drawn) | -1% | -2% | 11% | . | 0% | 4% | -7% | 1% |
| Cc1ccc(NC(=O)c2cccc(OCc3c(C)noc3C)c2)c(C)c1 | -1% | -3% | -1% | 0% | i | -3% | 4% | -1% |
| Cc1sc(NC(=O)CN2CCOCC2)nc1-c1ccc2c(c1)CCN2S(=O)(=O)c1ccccc1 | -4% | 3% | 1% | -5% | -15% | 18% | -9% | . |
| CC(C)CNC(=O)c1cccc(NC(=O)CSc2ccc(Cl)cc2)c1 | -2% | 3% | 7% | 1% | -4% | 9% | 2% | -9% |
| CCCCc1noc2c1/C(=N\O)CC(c1ccccc1)C2 (stereo not drawn) | 0% | -5% | -1% | 1% | i | -17% | 0% | 8% |
| COc1cnc(-c2ccccn2)nc1N(C)C | 1% | -2% | 5% | 4% | i | 8% | -15% | 4µM* |
| COc1ccc(Cl)cc1Nc1nc(-c2sc(NC(=O)c3ccco3)nc2C)cs1 | -13% | -1% | 12% | -26% | -2% | 43%[activator] | -17% | -5% |
| O=C(c1ccccc1)c1nccn1-c1ccc(Cl)nn1 | -2% | -3% | 1% | 6% | -9% | -6% | -7% | 1% |
| Cc1ccccc1NC(=S)N1CCN(C(=O)c2ccco2)CC1 | 5% | -4% | 2% | 1% | -1% | 15% | -8% | -5%[11.4 µM] |
| CC(=O)N1c2ccccc2C(C)(c2ccccc2)CC1(C)C (stereo not drawn) | -7% | -8% | -5% | 0% | -11% | 0% | 4% | . |
| O=C(COc1ccccc1)Nc1nnc(C23CC4CC(CC(C4)C2)C3)s1 | 2% | -3% | 1% | -7% | -3% | 8% | 4% | -1% |
| CC(C)CO/N=C1/[C@H]2O[C@@H]2[C@@H](O)[C@H]2[C@H]1CCn1c(=O)n(C)c(=O)n12 | . | 0%[11.2 µM] | 3%[11.2 µM] | 1%[17.4 µM] | -10%[11.5 µM] | . | . | . |
| Cc1ccc(S(=O)(=O)CC(c2ccccc2)N2CCOCC2)cc1 (stereo not drawn) | -7% | 2% | 4% | -11% | 15% | -5% | -4% | . |
| Clc1cccc(-c2nn3c(-c4ccncc4)nnc3s2)c1 | -1% | 1% | 2% | -6% | i | 4% | 5% | 4% |
| CCCCCCCCCCC(=O)NNC(=O)c1c(O)c2ccccc2n(CC)c1=O | -12% | 0% | 0% | -4% | -7% | 11% | 3% | 1% |
| CC(C)(C)c1cc(/C=N/O)cc(C(C)(C)C)c1O | -1% | -1% | 7% | -17% | -10% | 1% | 1% | -5% |
| CCc1cc2c(=O)c(-c3nc(C)cs3)coc2cc1O | . | -1% | 5% | 2% | -3% | 3% | -1% | . |
| O=C(Nc1ccc(Cl)cc1)c1ccc(OCC2CCCO2)cc1 (stereo not drawn) | -3% | 3% | 0% | -5% | -1% | 1% | 8% | . |
| Cn1cc(C(=O)c2cccc(Cl)c2Cl)cc1C#N | 7% | 0% | 6% | -8% | i | -10% | -5% | 2% |
| O=C(N/N=C/c1cccnc1)c1cc2c(ccc3ccccc32)o1 | ? | -3% | -2% | -3% | -18% | 32%[activator] | 1% | 8% |
| O=C(c1ccc(Cl)cc1)N1CCCCC(Sc2nnc(-c3ccc4c(c3)OCO4)o2)C1=O (stereo not drawn) | 4% | -1% | -6% | -3% | -6% | 0% | -10% | -15% |
| COc1cccc(-c2cc(C(F)(F)F)nc(-n3cc(Cl)cn3)n2)c1 | -1% | 1% | -10% | -1% | 4% | -5% | -14% | . |
| CC(C)(C)c1ccc(NC(=O)CNC2CCCc3ccccc32)cc1 (stereo not drawn) | ? | -1% | -8% | -7% | -14% | 8% | -6% | . |
| O=C(NC(c1ccccc1)C(Cl)(Cl)Cl)c1ccccc1 (stereo not drawn) | 12% | -2% | -11% | 1% | -10% | 8% | 13% | 12% |
| CSc1nc(Cl)cc(=O)[nH]1 | . | 1% | -2% | -3% | i | -5% | -9% | . |

Reformatted: entries from further up.
Below each SMILES: GAA inh | TR SRC2 fluor cs | TRb-SRC2 inh | aGlu spleen mod | RECQ1 helicase | GoLoco inh red | GAA glycogen | L3MBTL1 block
Cc1ccc(S(=O)(=O)CC(c2ccccc2)N2CCOCC2)cc1 (stereo not drawn)
 : -7% | 2% | 4% | -11% | 15% | -5% | -4% | .
CC(=O)N1c2ccccc2C(C)(c2ccccc2)CC1(C)C (stereo not drawn)
 : -7% | -8% | -5% | 0% | -11% | 0% | 4% | .
O=C(Nc1ccc(Cl)cc1)c1ccc(OCC2CCCO2)cc1 (stereo not drawn)
 : -3% | 3% | 0% | -5% | -1% | 1% | 8% | .
COc1cnc(-c2ccccn2)nc1N(C)C
 : 1% | -2% | 5% | 4% | i | 8% | -15% | 4µM*

Remaining list, next part.
| Molecule | GAA inh | TR SRC2 fluor cs | TRb-SRC2 inh | aGlu spleen mod | RECQ1 helicase | GoLoco inh red | GAA glycogen | L3MBTL1 block |
| --- | --- | --- | --- | --- | --- | --- | --- | --- |
| Cc1sc2ncn(CC(=O)N3CCOCC3)c(=O)c2c1-c1ccccc1 | -7% | -1% | 5% | 0% | i | 7% | 7% | -1% |
| Cc1nc2c(ncn2-c2ccccc2)c(=O)n1NC(=O)CN1CCOCC1 | . | -1% | -2% | 1% | -12% | 8% | 6% | 8% |
| COC(=O)c1c[nH]n2c(=O)c(Cl)c(C)nc12 | -2% | -2% | 5% | -6% | -7% | 7% | 2% | 9% |
| COc1ccc(/C=C/C(=O)c2nc3ccccc3n2CC(=O)c2ccc(OC)cc2)cc1 | -2% | -4% | 6% | 2% | -10% | 10% | 8% | -11% |
| CO/N=C/c1ccc(Oc2ccc(C)cc2)nc1 | -1% | -8% | -8% | -5% | i | 13% | ? | 9% |
| CCOC(=O)c1ccc(NC(=O)Cn2ncc(Cl)c(Cl)c2=O)cc1 | 6% | -3% | 5% | 1% | i | 7% | -4% | ? |
| CCOC(=O)Cc1cc(=O)c2c(=O)n(-c3ccccc3)[nH]c2[nH]1 | -6% | -12% | -3% | 0% | ? | 3% | ? | ? |
| COc1ccc(C(CNC(=O)c2ccco2)N2CCCCC2)cc1 (stereo not drawn) | 6% | 2% | -1% | 1% | i | 9% | -4% | 4% |
| CC(C)C[C@@H](CC(=O)N[C@@H](CCCN)CC(=O)N[C@@H]1CCCC[C@H]1C(=O)N[C@H](CC(=O)N[C@@H](CCC(=O)O)CC(=O)O)Cc1c[nH]c2ccccc12)NC(=O)[C@@H]1CNCC[C@H]1N | . | 0% | 4% | 7% | -13% | 2% | . | . |
| N#Cc1cn(CC(=O)N2CCCc3ccccc32)c2ccccc12 | 1% | 1% | -6% | 1% | -9% | -3% | 1% | -6% |
| CCNc1nc(OC)nc(Oc2ccc(C(=O)OC)cc2)n1 | -11% | -1% | -6% | 1% | -1% | -12% | 5% | . |
| CC(C)CCNC(=O)C12CN(Cc3ccccc3)CC1C(c1cccc([N+](=O)[O-])c1)=NO2 (stereo not drawn) | -2% | 2% | 5% | -7% | 6% | 4% | -14% | -18% |
| COCCN(C(=O)c1cccc(OC)c1)c1nnc(-c2ccncc2)s1 | 2% | 1% | -4% | 2% | -2% | -7% | -14% | 4% |
| Cc1ccc(S(=O)(=O)N2CCN(Cc3ccccc3)CC2)c(C)c1N(C)S(=O)(=O)c1ccccc1 | ? | 5% | 0% | -2% | -5% | 2% | -11% | -9% |
| O=c1[nH]c2c(s1)C(c1ccco1)C1C3CCC(C3)C1S2 (stereo not drawn) | 0% | 3% | -7% | -8% | -24% | 40%[activator] | -11% | . |
| CSc1nc(N)nc(SCCS(=O)(=O)c2ccc(Cl)cc2)c1C#N | ? | -6% | -2% | 8% | -1% | -3% | -6% | 9% |
| CC(=O)NC(NC(=S)Nc1ccc(C)cc1C)C(Cl)(Cl)Cl (stereo not drawn) | . | 0% | -12% | -16% | -4% | 3% | 1% | . |
| COc1cccc(CC(=O)Nc2cc(S(=O)(=O)N3CCOCC3)ccc2N2CCOCC2)c1 | -5% | 3% | -5% | 0% | -15% | -1% | 0% | 0% |
| CCCCN1C(=O)C(=O)N(CC(=O)N2N=C3/C(=C/c4ccco4)CCCC3C2c2ccco2)C1=O (stereo not drawn) | 2% | -3% | -5% | -2% | 3% | 9% | -3% | . |
| COc1ccc(C(=O)COC(=O)CSCc2c(C)noc2C)cc1OC | -14% | 0% | -24% | -3% | -10% | 7% | -3% | -2% |
| CCOC(=O)c1ccc(NC(=O)CN2C(=O)C3C4C=CC(C4)C3C2=O)cc1 (stereo not drawn) | 0% | 0% | -5% | -7% | -2% | 5% | 6% | . |
| Cc1c(Cl)cccc1Nc1ncccc1C(=O)OCC(O)CO (stereo not drawn) | . | -1% | -1% | 1% | 3% | -3% | 1% | . |
| CCn1c(CNC(=O)c2ccccc2F)nnc1SCC(=O)NC1CCCCC1C (stereo not drawn) | 0% | 0% | -3% | 2% | i | 5% | -10% | 0% |
| COc1ccc(N2CCN(C(=O)Cc3ccc(S(=O)(=O)N4CCOCC4)s3)CC2)cc1 | -5% | -3% | 10% | -4% | . | 23% | 7% | ? |
| CCCCN=C(NNc1ccc(Br)cc1)C(=O)OCC | 0% | -3% | -17% | 2% | -1% | -6% | ? | -12% |
